JMJD2A Tudor inh: inhibitors of human JMJD2A Tudor domain; AlphaScreen JMJD2A-Tudor / H3K4me3 peptide binding; Potency, µM (titrated, usually from 114 µM), inactives show top-dose activity change, negative = inhibition, actives largely listed as inhibitors; 390,000 compounds, 4.4% hits; further: potency means the concentration at half of the fitted maximal effect; on the % scale 0 is the no-effect control and ±100 the full control effect; nearly all actives have a fitted effect of over 50% in size
GLS inhibitor: glutaminase GLS (human) inhibition; AID 624170; 410,000 compounds, 0.21% hits; O94925; Potency, µM (series often up to 45.5 µM), for inactives: at the highest dose activity change, negative = inhibition, most hits filed as inhibitors; GLS enzymatic activity, qHTS titration; further: potency means the concentration at half of the fitted maximal effect; on the % scale 0 is the no-effect control and ±100 the full control effect
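Glutamate formation by hKGA was monitored fluorometrically using coupled glutamate oxidase, HRP and Amplex Red. Substrate was added as 1 mM L-glutamine solution; incubation was 30 min at RT after an initial read.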
HP1b binding inh: HP1-beta chromodomain-methylated histone interaction inhibition; 390,000 compounds, 0.56% hits; AlphaScreen HP1-beta / biotin-H3K9me3 peptide binding; Potency, µM (series often up to 114 µM), for the others: at the highest dose activity change, negative = inhibition, actives largely listed as inhibitors; P83916; further: potency means the concentration at half of the fitted maximal effect; nearly all actives have a fitted effect of over 70% in size; inactives centre near 23
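AlphaScreen: HP1-beta (50 nM) preformed 30 min with biotin-H3(1-18)K9me3 peptide (50 nM) in PBS pH 7.4, 0.01% Tween-20. Compound added for 30 min at RT, then streptavidin donor/nickel chelate acceptor beads (10 ug/mL) for 30 min.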
ERG-DNA inh: blocks human ERG Ets domain binding to DNA; fluorescence polarization, His-ERG Ets domain / labelled DNA; Potency, µM (top dose mostly 76.9 µM), inactives show at the top dose FP activity, negative = inhibition, actives largely listed as inhibitors; 370,000 compounds, 0.028% hits; AID 624246; active means well fitted inhibition curve with a large enough effect in the polarisation, with a control signal flat; inconclusive means small, poorly fitted or top-dose-only effect, or effect the other way, or a change in a side signal; inactive means no such curve, though single readings can be large or run the other way; the % refers to the polarisation;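 further: polarization taken with two DNA probes labelled with fluorescein and Texas red; potency means the concentration at half of the fitted maximal effect; % of control where 0% means no effect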
Target sequence (P11308 whole entry, looked up, the tested form may be a part): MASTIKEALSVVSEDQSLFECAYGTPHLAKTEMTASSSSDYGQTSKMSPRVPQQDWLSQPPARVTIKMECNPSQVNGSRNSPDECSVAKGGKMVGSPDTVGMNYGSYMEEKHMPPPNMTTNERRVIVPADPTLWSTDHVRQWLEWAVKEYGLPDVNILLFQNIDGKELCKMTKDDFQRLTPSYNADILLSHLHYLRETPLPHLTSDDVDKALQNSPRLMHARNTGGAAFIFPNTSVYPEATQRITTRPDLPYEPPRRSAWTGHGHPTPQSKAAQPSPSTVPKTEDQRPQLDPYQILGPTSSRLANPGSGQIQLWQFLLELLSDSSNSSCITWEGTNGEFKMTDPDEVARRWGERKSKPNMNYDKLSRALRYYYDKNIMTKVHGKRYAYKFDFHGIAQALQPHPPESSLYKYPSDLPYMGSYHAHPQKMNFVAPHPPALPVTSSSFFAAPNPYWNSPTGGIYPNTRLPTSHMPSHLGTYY
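His-tagged ERG Ets domain (1 uM in the protein solution; 300mM KCl, 50mM Tris-HCl, 1mM EDTA, 1mM DTT, pH 7.5) received compound, then a probe mix of 5 nM fluorescein-DNA and 100nM Texas-615-DNA. Fluorescence polarization was read for both dyes.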
G9a block: G9a (human) methyltransferase inhibition. Q96KQ7. G9a H3K9 monomethylation, AlphaScreen, 2 h. Potency, µM (doses to about 102 µM), for inactives: top-dose activity, negative = inhibition, most hits filed as inhibitors. 350,000 compounds, 8.8% hits; further: potency means the concentration at half of the fitted maximal effect; on the % scale 0 is the no-effect control and ±100 the full control effect; nearly all actives have a fitted effect of over 75% in size
Target sequence (Q96KQ7 913-1193 limits assumed): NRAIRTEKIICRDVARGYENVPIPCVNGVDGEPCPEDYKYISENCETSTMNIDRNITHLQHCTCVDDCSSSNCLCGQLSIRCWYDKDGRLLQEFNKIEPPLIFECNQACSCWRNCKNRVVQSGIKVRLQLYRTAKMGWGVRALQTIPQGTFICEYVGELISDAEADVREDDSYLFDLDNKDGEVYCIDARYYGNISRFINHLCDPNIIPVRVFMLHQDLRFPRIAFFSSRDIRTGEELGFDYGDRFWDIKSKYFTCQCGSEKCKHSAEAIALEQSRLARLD
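Using a bead-based AlphaScreen, monomethylated H3K9 product from 2 h room-temperature reactions (G9a 20 nM, peptide 500 nM, SAM 20 uM) was detected with 0.5 ug/mL rabbit anti-H3K9me1 antibody.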
ALOX12 inh: inhibitors of human 12S-lipoxygenase ALOX12; AID 1671190; 580,000 compounds, 1.1% hits; Potency, µM (highest dose often 108 µM), for the others: at the highest dose activity change, negative = inhibition, actives largely listed as inhibitors; P18054; purified 12hLO, xylenol orange hydroperoxide absorbance; further: potency means the concentration at half of the fitted maximal effect; on the % scale 0 is the no-effect control and ±100 the full control effect
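Purified human 12hLO (150 nM final) in 25 mM Hepes, 0.01% Triton X-100, pH 7.0 was preincubated 15 min at room temperature with compound. Then 40 uM arachidonic acid was added, 30 min. Hydroperoxide was read by Fe-XO absorbance ratio 573/405 nm.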
BAZ2B block: blocks human BAZ2B; Q9UIF8; AlphaScreen BAZ2B-H3K14Ac peptide displacement; Potency, µM (series often up to 114 µM), inactives show at the highest dose activity change, negative = inhibition, most hits filed as inhibitors; 360,000 compounds, 4.4% hits; AID 504333; further: potency means the concentration at half of the fitted maximal effect; on the % scale 0 is the no-effect control and ±100 the full control effect; nearly all actives have a fitted effect of over 60% in size
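BAZ2B 50 nM plus b-H3(5-23)K14Ac 50 nM, PBS pH 7.4/0.01% Tween-20, 30 min RT; compound added (max 110 uM), 30 min RT; streptavidin donor/Ni-chelate acceptor beads 10 ug/mL final, 20 min dark; AlphaScreen read.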
RGS4 inhibitor: blocks human RGS4-accelerated GTP hydrolysis; 390,000 compounds, 0.039% hits; AID 504845; Potency, µM (highest dose often 114 µM), for inactives: at the highest dose activity change, negative = inhibition, most hits filed as inhibitors; Transcreener GDP fluorescence polarization, RGS4-accelerated GTP hydrolysis; P49798; further: potency means the concentration at half of the fitted maximal effect; on the % scale 0 is the no-effect control and ±100 the full control effect; nearly all actives have a fitted effect of over 75% in size; some results filed as inactive show a strong effect at the top dose
Target sequence (P49798 whole entry, looked up): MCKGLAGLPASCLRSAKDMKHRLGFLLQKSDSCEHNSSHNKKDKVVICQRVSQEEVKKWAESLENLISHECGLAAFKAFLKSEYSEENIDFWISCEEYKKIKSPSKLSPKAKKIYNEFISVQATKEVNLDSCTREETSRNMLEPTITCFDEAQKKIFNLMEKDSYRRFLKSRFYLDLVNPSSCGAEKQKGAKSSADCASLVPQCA
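MLSMR compounds (23 nl, pin-transferred) preincubated 10 min at room temperature with a 500nM (2x) first reagent, then RGS4 at 900nM (2x) plus Transcreener GDP mix added; fluorescence polarization (620/688 nm) read before and after 90 min at 30 °C.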
PI4K2A inh: inhibitors of human PI4K2A. 420,000 compounds, 0.13% hits. activity change, negative = inhibition, % at 76.9 µM. Q9BTU6. purified PI4K2A, ADP-Glo luminescence, 1 h; active compounds read low; in the data active means activity change below about -50%; inconclusive means mostly about -30% to -49%;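 further: -100% = wells without enzyme as full effect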
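In this quantitative HTS, ADP production by PI4K2A was quantified luminescently after 1 h at ambient temperature; 100 microM adenosine served as plate-quality control.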
Active calls of the source: *; ? = inconclusive; . = not tested or not shown; & = joins results of further samples; [ ] = dose if it differs, or a comment. Unless noted, the call rests on the fitted dose curve; in most records, active means well fitted curve in the direction sought with a large enough effect; inconclusive means small, poorly fitted or top-dose-only effect, or another doubt; inactive means no such curve, though single readings can be large; an effect the other way counts as inactive or inconclusive. Some of the compounds tested, so the mix of outcomes need not match the whole.

Values run as follows: JMJD2A Tudor inh | GLS inhibitor | HP1b binding inh | ERG-DNA inh | G9a block | ALOX12 inh | BAZ2B block | RGS4 inhibitor | PI4K2A inh
O=C(O)c1ccc(S(=O)(=O)NCC2CCCCC2)cc1
 : 0.7% | -4.7% | 34.5% | 0.9% | 8.5% | 31.8%[activator] | 4.4% | 12.2% | 1.8
CCN(CC)S(=O)(=O)c1ccc(N2CCOCC2)c(C(=O)O)c1
 : -10.4% | -4.0% | 48.2%[activator] | 2.8% | -9.7%[59 µM] | -7.0% | 0.2% | -1.2% | 0.7
Cc1cc(NC(=O)CN2C(=O)NC(C)(CCc3ccccc3)C2=O)no1 (stereo not drawn)
 : -13.8% | -4.4% | 30.7% | 2.3% | -3.8% | 5.3% | -4.7% | 19.5% | -0.5
C#CCOCCOCCOCCNc1nc(N2CCN(C(=O)[C@H]([C@@H](C)O)n3cc(CCCCN)nn3)CC2)nc(N2CCN(C(=O)[C@H](CCCCN)n3cc(CCCC)nn3)CC2)n1
 : -7.6% | -1.8% | 24.8% | -2.3% | 18.9%[2.33 µM] | -23.5% | ? | -7.2% | -5.6
CCN(CC1CCCN(CCc2cccc(F)c2)C1)C(=O)c1ccc(CSC)o1 (stereo not drawn)
 : -31.7% | 8.1% | ? | 9.6% | ? | . | -28.6% | ? | -8.2
Nc1nonc1-c1nc2ccccc2n1Cc1c(Cl)cccc1Cl
 : -4.6% | -1.7% | 48.6%[activator] | -7.0% | 25.3%[59 µM] | -19.8% | 0.6% | -8.7% | -2.6
COc1cccc(-c2cc(C(=O)Nc3ccc(C)cc3)[nH]n2)c1
 : -15.5% | -4.1% | 15.2% | -0.9% | -1.3%[59 µM] | -29.7% | -10.2% | -17.4% | -3.1
CCN(CC)C(=O)CC(c1cc(OC)c(OC)c(OC)c1)c1c(OC)cc(OC)c2c(-c3ccccc3)cc(=O)oc12 (stereo not drawn)
 : 56.2µM* | 11.2µM* | -0.2%&-2.4% | 4.5% | ? | 39.8µM* | 50.1µM* | -40.6%&-50.1% | -5.3
C/C(=N\NC(=O)CNC(=O)c1ccc2c(c1)OCO2)c1ccco1
 : -9.2% | -1.1% | 43.8%[activator] | 13.7% | 6.3%[59 µM] | 1.7% | 2.1% | 19.0% | -1.7
Cc1c(CN2CCc3c([nH]c4ccccc34)C2CC(C)C)cnn1C (stereo not drawn)
 : -13.0% | 1.0% | 11.3% | -13.0% | -2.9% | -13.4% | -19.2% | 15.7% | 0.8
Cc1ccc(C)c(OCc2cc(C(=O)N3CCNC(=O)C3)no2)c1
 : -15.3% | 2.3% | 27.4% | -3.7% | 8.3% | -11.7% | 18.1% | -13.7% | -1.7
CCN(CC)S(=O)(=O)c1ccc(Cl)c(NC2=NCCCCC2)c1
 : -15.8% | 12.6% | 33.5% | -2.1% | ? | 12.0% | -11.7% | 19.0% | 4.9
CCOC(=O)C1CCN(c2ncnc3c2nnn3C)CC1
 : -7.1% | -9.2% | 17.6% | 0.4% | 8.0%[59 µM] | ? | -5.4% | 26.1% | 0.0
COC(=O)c1cc(NCc2ccc3c(c2)OCO3)ccc1N1CCOCC1
 : ? | 24.6% | -8.7% | 0.6% | ? | 9.0% | ? | -16.0% | 9.7
CCOC(=O)C1Cc2c([nH]c3ccccc23)C(C)N1 (stereo not drawn)
 : -28.3% | 15.0% | 14.6% | -2.9% | ? | -31.2% | -37.9% | -1.3% | 1.3

The list goes on; the last 2 above are carried over.
Values run as follows: JMJD2A Tudor inh | GLS inhibitor | HP1b binding inh | ERG-DNA inh | G9a block | ALOX12 inh | BAZ2B block | RGS4 inhibitor | PI4K2A inh
COC(=O)c1cc(NCc2ccc3c(c2)OCO3)ccc1N1CCOCC1
 : ? | 24.6% | -8.7% | 0.6% | ? | 9.0% | ? | -16.0% | 9.7
CCOC(=O)C1Cc2c([nH]c3ccccc23)C(C)N1 (stereo not drawn)
 : -28.3% | 15.0% | 14.6% | -2.9% | ? | -31.2% | -37.9% | -1.3% | 1.3
CCCn1c(N)c(C(=O)COC(=O)CCNS(=O)(=O)c2ccccc2F)c(=O)[nH]c1=O
 : -2.1% | -1.6% | 10.2% | -6.9% | 12.1%[12.7 µM] | -11.3% | 0.5% | 19.3% | -6.0
COc1ccc(OCCCC(=O)Nc2nc(C)c(C(C)=O)s2)cc1
 : ? | -1.3% | -5.3% | 7.6% | 8.5%[0.501 µM] | 2.2% | 2.4% | 1.0% | 3.2
CCOc1ccc(NC(=O)CSc2nccn2C2CCCC2)cc1
 : -27.7% | -4.9% | -20.9% | -9.5% | -5.4%[59 µM] | -25.9% | -33.9% | 14.6% | 4.6
CCC(Oc1ccccc1)C(=O)Nc1nnc(S(=O)(=O)N2CCCC2)s1 (stereo not drawn)
 : -7.8%&-5.6% | -1.0%&10.5% | 48.4%&30.6%[activator] | -6.8%&4.7% | -25.1%[59 µM] | 31.1%&-1.4%[activator] | 4.4%&-32.1% | -5.7%&-17.5% | 4.0&-0.7
O=C1C2CCCN2C(=S)N1Cc1ccccc1 (stereo not drawn)
 : -15.8% | 4.2% | 2.1% | -0.2% | -14.0% | 14.3% | -5.2% | -19.3% | -2.1
COc1ccc(CN2C(=O)c3oc4ccccc4c(=O)c3C2c2ccc(O)cc2)cc1 (stereo not drawn)
 : -16.8% | 0.3% | 15.7% | 9.0% | -1.4%[59 µM] | ? | 5.1%[57.1 µM] | 22.9% | 0.7
O=C(COC(=O)Cc1ccc(S(=O)(=O)N2CCOCC2)s1)NCCc1ccccc1
 : -27.2% | -3.0% | 4.1% | . | ? | ? | 50.1µM* | 13.0% | -0.3
CN1C(=O)C2(SCC(=O)N2c2cccc(C(F)(F)F)c2)c2ccccc21 (stereo not drawn)
 : -2.8% | 0.4% | 72.7%[activator] | 10.2% | 25.9%[59 µM] | -13.3% | -2.0% | -11.8% | 7.4
Cc1ccc(C(=O)Nc2nc(-c3ccc(F)cc3)cs2)o1
 : -21.2% | -1.2% | 35.8% | 0.6% | . | ? | 2.0% | -6.5% | 1.1
Cc1cc2c(c(=O)o1)C(C13C=CC(CC1)C3)C(C#N)=C(N)O2 (stereo not drawn)
 : 1.6% | -13.7% | 53.2% | 16.1% | -4.2%[12.7 µM] | ? | 1.9% | -19.9% | 7.4
COc1cc(C2CC(=O)Nc3c2c(=O)nc2c(C)cccn32)cc(OC)c1OC (stereo not drawn)
 : -6.5%&-8.6% | 16.3%&13.4% | 51.8%&24.3%[activator] | 0.6%&-4.0% | -35.6% | -3.2%&0.7% | -0.8%&-1.4% | 9.9%[11.4 µM] | 3.0&1.1
COc1cn(-c2ccccc2)nc1C(=O)Nc1ccccc1
 : -9.2% | -2.6% | 1.8% | -7.1% | 50.1µM* | -9.5% | -4.8% | 11.9% | -20.1
CC(C)(CN1CCN(C(c2ccccc2)c2ccccc2)CC1)NS(=O)(=O)c1ccccc1
 : -9.0% | -25.3% | 13.3% | -4.1% | -1.4% | -6.2% | -25.8% | 13.8% | 1.3
Cn1c(CC(=O)Nc2ccc(F)cc2)c(Sc2ccccc2)c2ccccc21
 : -5.5% | 0.3% | 36.8%[activator] | 1.6% | 15.3%[59 µM] | 4.0% | 8.6% | -6.6%[11.4 µM] | 3.5
COc1ccc(C(=O)N/C(=C\c2cn(S(=O)(=O)N(C)C)c3ccccc23)C(=O)NCCN2CCOCC2)cc1OC
 : -14.9% | 8.2% | 19.2% | -3.6% | 24.5% | -9.6% | -15.5% | 5.3% | -2.3

Further compounds:
Values run as follows: JMJD2A Tudor inh | GLS inhibitor | HP1b binding inh | ERG-DNA inh | G9a block | ALOX12 inh | BAZ2B block | RGS4 inhibitor | PI4K2A inh
C=CCc1c(C)nc(SCc2nc3ccccc3c(=O)[nH]2)[nH]c1=O
 : -3.1% | -7.9% | 19.9% | -1.2% | -32.1%[12.7 µM] | -21.0% | 1.8% | 2.1% | -18.9
CNc1nc(Cl)c(SC)c(N2CCOCC2)n1
 : -2.1% | 10.6% | 38.0%[activator] | 10.0% | -4.2% | 0.6% | -9.2% | 27.4% | -7.2
NC(=S)Nc1ncc(CCN2CCOCC2)c(-c2ccc(F)cc2)n1
 : 1.0% | 2.1% | 25.3% | -7.7% | . | -19.0% | 1.4% | 26.8% | -4.1
CCC(C)N(C)Cc1cccc(C2(O)CCN(S(=O)(=O)c3ccc(F)c(C)c3)CC2)c1 (stereo not drawn)
 : -21.2% | 4.7% | 22.5% | 5.7% | -16.9% | 3.7% | -4.8% | 20.8% | -4.2
Cc1ccc(Cl)cc1NC(=S)N(CCCN1CCN(C)CC1)Cc1ccco1
 : -21.4% | -0.2% | 2.8% | 2.6% | ? | 2.2% | -25.3% | 25.2% | -3.8
BrC(=C\c1ccccc1)/C=N/Nc1nc(N2CCOCC2)nc(N2CCOCC2)n1
 : -16.3% | 0.0% | 2.9% | -3.8% | -0.1%[59 µM] | 0.0% | -7.9% | -6.2% | 0.3
COc1ccccc1-c1noc(-c2ccco2)n1
 : -13.4% | 1.6% | 20.8% | 1.3% | 6.6%[12.7 µM] | 2.7% | 1.3% | -2.6% | -7.3
Cc1ccc(CC2CC(=O)N(CC(=O)O)C2=O)cc1 (stereo not drawn)
 : -24.3% | -1.7% | 33.0% | -8.1% | 8.8%[59 µM] | 0.0% | -0.4% | 7.3% | -2.7
CCOCC(=O)Nc1nc2ccc(OC)cc2s1
 : -7.4% | -13.4% | 59.3%[activator] | 0.3% | -8.3%[12.7 µM] | ? | -0.4% | 17.6% | -11.2
